PME-1 primary: blocks human protein phosphatase methylesterase 1; Q9Y570; recombinant PME-1, FP-Rh probe fluorescence polarization; inhibition, % at 5.9 µM; 320,000 tested, 0.53% active;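 active = inhibition above the campaign mean of all compounds plus 3 SD, cut at about 26% in these data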;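 also: competitive labeling of PME-1 active site by serine hydrolase directed probe; 0% = PME-1 with DMSO and 100% = wells lacking PME-1 enzyme; inhibitors block probe labeling so polarization falls and inhibition rises; many of its hits are not listed in these tables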
Target sequence (Q9Y570 whole entry, looked up): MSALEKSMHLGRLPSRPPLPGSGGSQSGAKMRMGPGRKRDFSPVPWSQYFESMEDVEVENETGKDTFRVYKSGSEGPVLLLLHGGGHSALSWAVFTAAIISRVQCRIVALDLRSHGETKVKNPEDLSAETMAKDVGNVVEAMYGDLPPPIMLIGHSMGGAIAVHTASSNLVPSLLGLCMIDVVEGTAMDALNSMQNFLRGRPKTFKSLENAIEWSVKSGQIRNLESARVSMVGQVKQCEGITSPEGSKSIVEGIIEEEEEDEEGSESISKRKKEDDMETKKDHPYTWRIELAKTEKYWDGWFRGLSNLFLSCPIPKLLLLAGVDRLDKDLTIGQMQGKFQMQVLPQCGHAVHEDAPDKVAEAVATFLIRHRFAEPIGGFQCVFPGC
GSTO1 inh: counter-screen for RBBP9 inhibitors: inhibitors of human GSTO1 | recombinant GSTO1, activity-based probe fluorescence polarization | inhibition, % at 5.96 µM | 300,000 tested, 1.1% active;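 active = inhibition above the campaign mean inhibition plus 3 SD, cut at about 35% in these data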;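 also: 0% = GSTO1-1 with DMSO and 100% = wells lacking GSTO1-1 enzyme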
PAD4 inh: inhibitors of human PAD4. AID 485272. Q9UM07. recombinant PAD4, RCA probe fluorescence polarization. inhibition, % at 6.36 µM. 330,000 tested, 0.41% active;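 active = percent inhibition above a cutoff equal to the mean of all tested compounds plus 3 SD, cut at about 15% in these data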;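 also: 0% = PAD4 with RCA probe and DMSO and 100% = probe without PAD4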
TPT1 inhibitor: inhibitors of Candida albicans tRNA 2'-phosphotransferase TPT1; recombinant caTPT1, FP RNA substrate dephosphorylation; inhibition, % at 5 µM; 300,000 tested, 0.81% active;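 active = inhibition above the mean of all tested compounds plus 3 SD, set per screening campaign, cut at about 24% in these data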;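 also: plate controls were DMSO alone for no effect and ferristatin control at 100 nM for full effect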
Fam108B inh: counter-screen for RBBP9 inhibitors: inhibitors of mouse Fam108B. recombinant Fam108B, FP-Rh probe fluorescence polarization. inhibition, % at 9.51 µM. AID 1947. 300,000 tested, 0.33% active;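 active = inhibition above the screen mean inhibition plus 3 SD, computed separately per campaign, cut at about 18% in these data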;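 also: inhibitors lower polarization as less probe binds the enzyme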
GLD-1 TGE inh: GLD-1-TGE RNA interaction inhibition (C. elegans); Q17339; purified GLD-1 + fluorescein TGE RNA, fluorescence polarization; inhibition, % at 5.96 µM; 320,000 tested, 0.44% active; AID 2280;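 active = percent inhibition above a per-plate cutoff, the plate mean of test compounds plus 3 SD, cut at about 30% in these data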;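 also: 0% = DMSO wells with GLD-1 and probe and 100% = wells lacking GLD-1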
Target sequence (Q17339 whole entry, looked up): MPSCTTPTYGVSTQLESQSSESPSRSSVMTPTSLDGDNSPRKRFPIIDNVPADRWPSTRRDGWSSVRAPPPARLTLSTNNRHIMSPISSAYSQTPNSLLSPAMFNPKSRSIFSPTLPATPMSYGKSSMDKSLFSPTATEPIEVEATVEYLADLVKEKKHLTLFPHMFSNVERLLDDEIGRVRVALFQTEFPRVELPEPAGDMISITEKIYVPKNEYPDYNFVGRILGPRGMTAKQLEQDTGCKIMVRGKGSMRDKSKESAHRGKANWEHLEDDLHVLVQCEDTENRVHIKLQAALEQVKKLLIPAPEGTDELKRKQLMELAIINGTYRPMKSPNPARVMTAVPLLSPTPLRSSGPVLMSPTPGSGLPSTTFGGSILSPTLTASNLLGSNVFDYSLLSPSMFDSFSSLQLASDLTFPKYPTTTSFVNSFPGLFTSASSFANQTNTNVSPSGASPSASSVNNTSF
Bcl-xL primary: blocks human Bcl-xL binding to Bim BH3 peptide; Q07817; GST-Bcl-xL / FITC-Bim BH3 peptide fluorescence polarization; inhibition, % at 10.9 µM; 320,000 tested, 0.7% active; AID 2129;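 active = inhibition above the mean of all tested compounds plus 3 SD, cutoff set per campaign, cut at about 30% in these data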;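 also: 0% = DMSO wells and 100% = unlabeled Bim-BH3 peptide competitor; inhibitors lower millipolarization by displacing the labeled peptide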
Target sequence (Q07817 whole entry, looked up): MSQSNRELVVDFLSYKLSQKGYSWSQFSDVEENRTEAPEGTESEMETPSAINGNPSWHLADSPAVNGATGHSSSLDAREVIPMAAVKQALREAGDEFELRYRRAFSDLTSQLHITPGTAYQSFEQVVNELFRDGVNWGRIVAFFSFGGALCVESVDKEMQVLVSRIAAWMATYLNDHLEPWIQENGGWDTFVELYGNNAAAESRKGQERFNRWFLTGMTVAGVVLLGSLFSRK
MCL1-BIM inh: MCL1-BIM-BH3 interaction inhibition (human) | GST-MCL1 / FITC-Bim-BH3 fluorescence polarization | inhibition, % at 10.9 µM | 320,000 tested, 0.68% active | AID 2057;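 active = inhibition above the mean inhibition of all tested compounds plus 3 SD, set per campaign, cut at about 40% in these data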;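 also: 0% = DMSO wells and 100% = unlabeled Bim-BH3 peptide control; higher means more loss of mP so more displacement of Bim peptide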
MEX-5 binding: C. elegans MEX-5 TCR-2 RNA binding activity | MEX-5/FITC-TCR2 RNA binding, fluorescence polarization; stronger effect = lower value | 300,000 tested, 0.38% active | activity score (negative = inhibition of binding), % at 10 µM;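 active = inhibition past about -25% in most replicates, and total fluorescence under double the plate's negative control median, limit read from the data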;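 also: 0% = DMSO and -100% = 5 µM competing unlabeled TCR2 RNA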
The depositor's hits bear a star; . = not tested or not shown. Not all compounds are listed, so the mix of outcomes need not match the whole.

SMILES	PME-1 primary	GSTO1 inh	PAD4 inh	TPT1 inhibitor	Fam108B inh	GLD-1 TGE inh	Bcl-xL primary	MCL1-BIM inh	MEX-5 binding
COc1ccc(NC(=O)/C(=C\c2ccccc2)NC(=O)c2ccco2)cc1	-1.8	-2.3	-6.2	-2.4	-1.0	-7.7	1.7	0.9	-2.5
O=C(Nc1ncc(Cc2ccc(Cl)cc2Cl)s1)c1ccc([N+](=O)[O-])cc1	6.9	3.4	4.0	-0.7	4.0	4.7	2.0	0.8	1.7
CC(Sc1nnc2ccccn12)C(=O)Nc1ccc2c(c1)OCO2 (stereo not drawn)	-2.0	5.2	-0.2	-2.2	2.1	11.9	-3.4	-1.1	1.3
NCCCC[C@H]1CN=C(N)N1CC1CCCCC1	4.0	1.2	-6.0	-0.4	0.3	2.1	6.9	5.8	-0.5
CCOc1ccc(-c2ccc3nnc(SCC(=O)NCC4CCCO4)n3n2)cc1 (stereo not drawn)	-1.6	2.8	1.7	3.2	-0.8	4.9	-1.4	-4.1	2.6
O=[N+]([O-])c1cccc(CP(=O)(c2ccccc2)c2ccccc2)c1	1.6	.	-2.8	.	.	7.0	3.0	4.3	.
Cn1c2c(c(=O)[nH]c1=O)C(c1ccc(O)cc1)C1=C(N2)c2ccccc2C1=O (stereo not drawn)	11.2	-2.4	-3.0	-2.8	-1.3	3.0	5.7	2.8	-3.6
O=C(NC1CC2CCCC(C1)N2C(=S)Nc1ccc(Cl)cc1)C1CC1 (stereo not drawn)	-10.3	-4.1	-7.3	-6.8	-1.7	-1.4	0.2	3.6	2.5
COC(=O)c1onc(C(=O)c2ccccc2)c1C(=O)OC	2.7	17.5	-3.2	-1.4	-1.1	3.0	-0.1	-1.1	-0.1
Cc1c(C(=O)Nc2ccc3nc(N4CCOCC4)sc3c2)oc2ccccc12	2.4	.	0.8	.	.	0.5	-6.0	-8.2	.
CCCOc1cccc(C(=O)O)c1	-3.8	-2.5	0.2	-7.2	-1.6	-1.8	4.5	-1.2	0.2
Fc1ccc(/C=N/N2CCOCC2)c(F)c1	5.8	0.8	2.7	-1.1	4.4	1.2	2.4	-0.3	1.9
Cc1ccc(C(=O)NCC(=O)OCC(=O)c2ccc(Br)s2)cc1	1.6	6.9	0.4	3.0	-4.8	8.6	-3.8	1.3	2.7
Cn1c(=N)c(S(=O)(=O)c2ccccc2)cc2c(=O)n3ccccc3nc21	0.7	1.3	-2.5	-1.8	-2.8	-2.2	19.1	7.8	.
COc1ccc(C2C3=C(CC(C)(C)CC3=O)Nc3c2c(=O)[nH]c2nc(C)nn32)cc1 (stereo not drawn)	1.4	-4.0	0.3	3.1	16.2	6.5	2.9	4.1	-10.1
CCOC(=O)c1ccccc1NC(=O)COC(=O)CN1C(=O)NC2(CCCC2)C1=O	-2.1	-2.1	0.5	0.3	-1.6	1.5	2.4	2.1	0.1
CCCC(=O)Nc1c2c(nn1-c1ccc(C)cc1)CS(=O)(=O)C2	1.9	4.5	1.7	-2.9	0.4	-1.6	1.3	-5.1	1.6
Cc1c(Cl)ccc(S(=O)(=O)NCCCn2ccnc2)c1Cl	1.3	1.3	0.7	-1.5	0.2	3.7	6.8	-0.5	2.3
CC(=O)c1ccc(OCC(=O)N2CCN(S(=O)(=O)c3ccc(C)cc3C)CC2)cc1	16.5	0.9	-3.3	-0.3	0.9	4.3	0.0	-5.9	-3.5
COc1ccc(NC(=O)N(Cc2cccs2)Cc2cc3cc4c(cc3[nH]c2=O)OCO4)cc1	-1.6	-2.2	-3.1	-2.2	5.8	8.3	6.7	8.6	3.0
O=C(Nc1ccc2ccccc2c1)c1cc(F)c(F)cc1Cl	6.3	-6.6	-0.3	-5.6	-1.9	1.2	2.1	4.0	2.8
Cc1cccc(-n2c(C)nc3cc(C(=O)N4CCOCC4)ccc32)c1	-0.4	3.3	0.9	-2.9	-3.2	1.6	0.8	-2.0	0.3
O=C(CSc1ccc(Cl)cc1)N/N=C/c1cccnc1	1.6	6.0	-0.8	-1.0	-0.7	-2.8	0.0	5.9	3.6
CC(=O)N1CCN(C(=O)CCc2nnc(CCCCc3ccccc3)o2)CC1	-2.7	10.1	-6.8	0.4	-3.1	-0.9	-0.1	-2.3	-2.4
CCOC(=O)N1CCC(n2c(SCC(=O)OCc3ccccc3)nc3ccsc3c2=O)CC1	2.5	-3.9	9.6	-2.5	-0.4	8.2	4.3	10.2	0.8
CCOc1ccccc1-n1c(SCC(N)=O)nnc1-c1cccnc1	-3.7	9.7	-1.1	-5.1	-4.3	5.4	-8.0	-7.4	-0.1
CCOC(=O)N1CCN(C(c2ccc(C(C)C)cc2)c2sc3nc(C)nn3c2O)CC1 (stereo not drawn)	-11.7	-4.4	-3.8	0.4	-8.6	-0.6	-1.8	-4.3	1.4
O=C(O)c1ccc(NC(=O)C2CCCCC2)cc1	6.9	-1.6	5.6	-5.6	-3.4	4.7	6.7	2.9	-5.7
CCCNc1nc(Cl)nc(NCc2cccnc2)n1	3.9	1.2	0.1	2.3	-1.7	8.2	-1.7	5.0	-16.6
O=C(C1CC(c2ccc(F)cc2)=NO1)N1CCc2ccccc2C1 (stereo not drawn)	16.0	2.1	-6.2	-1.8	2.3	-1.2	1.5	5.9	0.8
Cc1ccc2c(c1)N(CC(=O)NC1CCCC1)C(=O)c1cccnc1O2	1.1	2.1	1.8	0.9	0.9	8.8	1.1	0.1	-0.8
Cc1nc2ccc(S(=O)(=O)NCC(=O)NCCN3CCCCC3C)cc2s1 (stereo not drawn)	0.8	-0.9	7.4	-4.8	4.2	-3.2	17.4	14.8	-5.8
CSc1ccc(NC(=O)NCCCN2CCC(Cc3ccccc3)CC2)cc1	-2.1	5.3	-3.1	2.3	4.5	-0.3	1.2	-1.5	-3.1
O=C1CCCN2N=C(SCC(=O)Nc3nccs3)SC2=N1	1.8	-7.1	-1.6	0.2	2.1	10.0	1.1	2.9	-16.0
COc1cc(S(=O)(=O)NCCCN2CCOCC2)ccc1-n1cnnn1	-5.1	-0.2	-3.0	2.3	2.5	-1.4	-3.4	-3.5	0.8
CC(=O)c1sc2nsc(SCCN3CCOCC3)c2c1N	0.4	4.7	-1.5	-7.1	1.7	15.1	15.9	5.8	-5.2
CC(Sc1ncnc2ccccc12)C(=O)Nc1ccc2c(c1)OCO2 (stereo not drawn)	-1.8	1.8	-2.0	4.2	4.3	-6.4	-1.3	-5.2	1.0
Cn1ccc(=Nc2ccc(NC(=O)c3ccc(N=c4ccn(C)c5ccc([N+](=O)[O-])cc45)cc3)cc2)cc1	3.0	5.1	-7.8	0.5	6.7	1.5	-0.3	-2.6	-46.8*
CCCC(NC(=O)COc1cc2c(c3oc(=O)cc(C)c13)CCC(C)(C)O2)C(=O)O (stereo not drawn)	-2.5	-3.8	3.3	-7.1	3.0	4.3	1.7	3.0	-1.5
COCC(=O)NC1CCN(C(=O)Nc2ccc(Br)cc2)CC1	-0.4	13.1	-0.3	-1.2	-1.1	8.5	3.1	0.4	1.5
CC(=O)N1CCN(C(=O)c2cc3ccccc3o2)CC1	-0.4	3.4	1.2	-0.9	-0.8	-1.5	2.1	2.0	-2.0
CC(C)n1ncc(C(N)=O)c1N	-3.1	-2.1	3.5	-1.7	-0.3	0.6	0.8	0.7	-1.5
CCN(CCN(C)C)C(=O)c1ccc2c(c1NCCO)C(=O)c1ccccc1C2=O	-2.0	-2.4	-13.7	-3.9	-3.6	-3.6	5.9	5.2	-3.6
Cc1cnn(CCC(=O)NNC(=S)Nc2ccc(F)cc2)c1	0.1	-1.0	-1.9	-4.5	-0.5	-1.7	6.1	0.4	-1.3
CC1CCN(c2nc(-c3ccco3)c3c(c2C#N)CC(C)(C)OC3)CC1	-3.6	-2.5	-1.5	-0.5	-2.8	6.6	8.7	13.3	-0.8
COCCn1c(C)cc(/C=C2/SC(=O)N(CC(=O)N3CCCC3)C2=O)c1C	2.5	0.8	-0.8	-0.7	0.4	5.6	-2.2	-4.0	-1.8
O=[N+]([O-])c1ccc(N2CCCCC2)cn1	0.7	-2.0	3.4	2.9	0.3	1.8	3.9	-7.3	-2.2
N#Cc1cccc(NC(=O)CCn2ccnc2)c1	-6.2	-0.7	-2.9	-2.1	-3.2	6.5	-2.8	1.8	2.0
COc1ccccc1NC(=S)N(CCCN1CCOCC1)Cc1ccccn1	-5.5	-1.4	4.2	-1.6	-0.5	4.4	3.8	4.4	-0.6
CCc1nnc(NC(=O)CSc2nnc(-c3ccco3)n2C)s1	-0.1	6.5	0.1	0.1	-0.6	-2.0	1.7	0.3	-1.6
NC(=O)C1CCN(C(=O)COc2ccc3ccc(=O)oc3c2)CC1	0.1	-3.1	-1.4	-5.3	-0.7	-2.2	8.3	11.4	0.1
CSCCC(NC(=O)c1ccc(Cl)cc1Cl)C(=O)OC1CCCCC1=O (stereo not drawn)	-1.9	4.3	-0.3	-2.2	-0.5	4.9	6.6	-0.5	-2.2
O=C(N/C(=C/c1ccc(Br)cc1)C(=O)N1CCCCC1)c1ccccc1F	2.1	1.2	-1.8	3.3	4.4	9.0	0.9	0.1	0.2
COc1cccc(CNC(=O)CCCn2nc(C)c3c(C)n(-c4ccc(C)cc4)nc3c2=O)c1OC	-0.6	-2.1	1.1	-1.4	-2.2	-1.1	4.8	0.3	-3.6
O=C(O)c1ccccc1NCc1ccncc1	-1.5	3.3	-4.6	-0.7	5.4	6.2	5.3	2.8	-2.6
Cn1cccc1C1(C(F)(F)F)NCCNC1=O (stereo not drawn)	-1.2	10.7	-0.5	0.4	1.4	7.1	-6.4	-2.9	0.0
Cc1ccc(NC(=O)/C(=C/c2cccc(Br)c2)NC(=O)c2ccco2)cc1	-6.2	-2.4	-3.0	-1.9	0.4	0.0	1.5	1.6	0.5
CC(=O)c1cccc(NC(=O)N2CCCC2C(=O)NCc2ccc(F)cc2)c1 (stereo not drawn)	-0.1	-7.0	-2.0	1.6	-0.6	-1.9	5.3	5.3	-1.2
CC(C)N1CCC(=NNc2ccc([N+](=O)[O-])cc2S(=O)(=O)N2CCOCC2)CC1	7.2	5.8	0.9	1.9	-2.1	3.0	-1.4	-1.9	-1.7
Cc1ccc2oc(-c3cccc(NC(=O)/C=C/c4cccc([N+](=O)[O-])c4)c3C)nc2c1	-7.3	-1.5	-0.5	-4.5	-9.0	13.1	5.3	2.4	-3.7

Next structures.
SMILES	PME-1 primary	GSTO1 inh	PAD4 inh	TPT1 inhibitor	Fam108B inh	GLD-1 TGE inh	Bcl-xL primary	MCL1-BIM inh	MEX-5 binding
O=C(NCCN1CCN(c2ccccc2Cl)CC1)Nc1ccccc1	1.7	7.5	-1.0	-1.8	0.7	1.4	0.9	8.0	1.4
CCOc1ccc(C(=O)Nc2cc(C)on2)cc1OCC	-0.8	4.7	-1.3	0.5	2.2	-0.2	5.8	11.9	0.6
Cc1cc(C)cc(Nc2ncnc3nc[nH]c23)c1	-2.3	-3.2	-0.8	4.3	-3.8	-3.3	7.3	4.7	-3.6
Oc1ccc(C[C@@H]2CNC(=S)N2CCCCC2CCCCC2)cc1	-6.3	-1.4	7.7	0.0	-2.2	7.8	-1.1	8.3	2.5
CCOC(=O)C1CCCN(C(=O)c2ccc(C)cc2O)C1 (stereo not drawn)	-3.0	0.0	-4.4	-0.2	-2.5	-1.2	2.3	1.2	0.3

Assay outcomes: PubChem BioAssay, several laboratories
